# GPR55 beta-arrestin: selective activators of receptor GPR55 – imaging, U2OS cells, beta-arrestin-GFP redistribution, primary screen (AID 1961). U2OS GPR55 beta-arrestin-GFP redistribution imaging; higher % means a stronger effect. hit rate 0.048% among 290,000. activation, % at 10 µM, or EC50 in µM where a hit was titrated;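 active = activation above 40% with more than 50 cells counted in the well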;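 note: U2OS osteosarcoma cells stably expressing GPR55 and beta-arrestin-GFP; plate controls were DMSO negative control for no effect and LPI positive control for full effect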
# KOR beta-arrestin-1: KOR antagonists, beta-arrestin recruitment, cell-based, luminescence, uHTS (AID 1778); KOR beta-arrestin recruitment, luminescence, antagonist mode; higher % means a stronger effect; one-dose inhibition, % at 10 µM; IC50 in µM for titrated hits; hit rate 0.091% among 290,000; in the data active = inhibition above about 50%; note: strong numbers were not always called active
# KOR beta-arrestin-2: KOR agonists, beta-arrestin recruitment, primary screen, cell-based, luminescence, uHTS (AID 1777). KOR beta-arrestin recruitment, luminescence; higher % means a stronger effect. activation, % at 10 µM; hits with a dose series show EC50 in µM. hit rate 0.02% among 280,000; in the data active = activation above about 50%, passing the limit was not always enough; note: a part of the inactive calls stands beside numbers as strong as those of hits
# GPR55 antagonists: GPR55 antagonists blocking LPI-driven arrestin recruitment, primary screen, imaging, U2OS, beta-arrestin-GFP, LPI agonist (AID 2013); U2OS GPR55 beta-arrestin-GFP translocation imaging, LPI antagonism; higher % means a stronger effect; inhibition, % at 10 µM; hits with a dose series show IC50 in µM; hit rate 0.13% among 290,000;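 active = spots per cell inhibited over 60%, with over 100 cells counted and total cytoplasm intensity under 500,000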;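 note: U2OS cells stably carrying GPR55 and arrestin-GFP stimulated by 5 µM LPI near EC80; imaged beta-arrestin-GFP aggregate spots per cell after agonist stimulation; plate controls were LPI-stimulated DMSO wells for no effect and DMSO wells without LPI for full effect; some results filed as inactive read as strong as hits; confirmed hits need IC50 under 10 µM and bright autofluorescent wells are also inconclusive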
# NTR1 agonist: agonists of NTR1, primary screen, imaging, U2OS cells, beta-arrestin-GFP, high content (AID 493036); activation, % at 20 µM; P30989; NTR1-U2OS beta-arrestin-GFP spot imaging, agonist mode; hit rate 0.17% among 330,000;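 active = activation at or above 40% of the spot to cytoplasm intensity ratio, with at least 20 cells analyzed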;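 note: 0% = DMSO without peptide and 100% = 100 nM NTR1 peptide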
# Target sequence (P30989 whole entry, looked up): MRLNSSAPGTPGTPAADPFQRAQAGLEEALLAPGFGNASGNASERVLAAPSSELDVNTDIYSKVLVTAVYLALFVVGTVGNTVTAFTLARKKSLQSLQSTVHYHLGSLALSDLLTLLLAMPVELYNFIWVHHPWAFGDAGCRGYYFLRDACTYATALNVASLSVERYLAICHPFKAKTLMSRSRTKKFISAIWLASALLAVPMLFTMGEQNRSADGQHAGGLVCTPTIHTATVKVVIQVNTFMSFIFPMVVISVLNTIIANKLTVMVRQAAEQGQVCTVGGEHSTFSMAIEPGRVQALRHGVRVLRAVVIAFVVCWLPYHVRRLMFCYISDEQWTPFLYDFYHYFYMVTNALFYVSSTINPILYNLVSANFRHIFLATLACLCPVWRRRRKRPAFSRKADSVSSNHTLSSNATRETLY
# GPR35 antagonists: inhibition of zaprinast-stimulated GPR35 beta-arrestin translocation – imaging, U2OS, beta-arrestin-GFP, zaprinast agonist, primary screen (AID 2058) | hit rate 0.052% among 290,000 | inhibition, % at 10 µM; hits with a dose series show IC50 in µM | U2OS GPR35 beta-arrestin-GFP translocation imaging, zaprinast antagonism; higher % means a stronger effect;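 active = inhibition of at least 50% with at least 30 cells and total cytoplasm GFP at most 10,000,000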
# PhoP inhibition: inhibitors of PhoP regulon expression, primary screen, Salmonella Typhimurium, GFP reporter (AID 1863); S. Typhimurium PhoP-regulated promoter GFP reporter, 4 h; higher % means a stronger effect; hit rate 0.16% among 300,000; inhibition, % at 50 µM, or IC50 in µM where a hit was titrated;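 active = inhibition over 29.93%, a cutoff 3 SD above the screen mean, later confirmed by dose response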;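 note: 0% = low Mg2+ inducing control and 100% = high Mg2+ repressing control; strong numbers were not always called active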
# T cell modulator: T cell immune modulators affecting CD8 T cell-vesicle binding. 2C CD8+ T cell-vesicle binding, flow cytometry; active compounds read low. calls only at 7 µM. hit rate 0.068% among 330,000. AID 2052;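 active = response, share of CD8 T cells binding vesicles, and their 90th percentile fluorescence all below set limits, cut at about 80% in these data, passing the limit was not always enough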
#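 Read-out – percent CD8+ FL2 mean versus row control · System – murine 2C transgenic CD8+ T lymphocytes · Times – 1.5 h cell–vesicle binding at 37 °C, then 20 min icy labelling · Control set – naked vesicles low, QL9 vesicles with vehicle high · Detection – cytometric PE anti-B7-1 and Alexa647 anti-CD8 signals after 1% paraformaldehyde fixation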
# West Nile antiviral: West Nile virus antiviral activity, cell-based, CPE readout (AID 1621). West Nile virus-infected cells, CPE inhibition; higher % means a stronger effect. CPE inhibition, % at 10 µM, or IC50 in µM where a hit was titrated. hit rate 0.02% among 290,000; in the data active = a potency from the dose series; note: strong numbers were not always called active
# T cell modulator vesicle-bound %: recorded beside T cell modulator, whose call it bears; double positive events, %; measured here: CD8+ vesicle-bound cell fraction;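 binding gate set so that unloaded-vesicle control wells show 10% double positive cells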
# NTR1 agonist cell count 20 µM: also measured in NTR1 agonist; calls as there; cell count; measured here: cell count, cytotoxicity flag
# * marks the source's active call; other numbers are inactive results; i = inactive; nt = not tested or not shown; & = joins results of further samples; [ ] = another dose, or the depositor's remark.
SMILES,GPR55 beta-arrestin,KOR beta-arrestin-1,KOR beta-arrestin-2,GPR55 antagonists,NTR1 agonist,NTR1 agonist cell count 20 µM,GPR35 antagonists,PhoP inhibition,T cell modulator,T cell modulator vesicle-bound %,West Nile antiviral
O=C(C1=C[C@H](c2csc3ccccc23)C[C@H](OCc2ccc(CO)cc2)O1)N1CCCCCCC1,nt,nt,nt,nt,8.4,44,nt,-6%,i,51,-0.4%
Cc1csc(NC(=O)c2cccnc2)n1,-0.4%,-10%[20 µM],-1.4%,4%,-1.6,63,15%,-4%,i,58,0.8%
CCc1ccccc1-n1ncc(C(=O)Nc2ccccc2OC)c1C,-0.1%,-41%[20 µM],-1.6%,0%,-0.7,67,-20%,-5%,i,58,-0.5%
CN1C(=O)c2ccc(C(=O)Nc3ccccc3O)cc2C1=O,-0.1%,-9%[20 µM],nt,2%,1.3,56,-4%,-1%,i,21,0.8%
Cc1ccccc1NC(=O)CSc1nc2ccccc2c(=O)n1C,-0.2%,2%,-1.7%,5%,-0.5,84,2%,7%,i,52,-1.6%
CC(=O)Sc1nc(-c2ccccc2)[nH]c1S(=O)(=O)c1ccc(C)cc1,0.1%,-68%[20 µM],-1.1%,2%,2.1,57,-6%,-3%,i,20,-0.3%
CCCCn1cc(S(=O)(=O)c2ccccc2)c(=O)c2cc(C)ccc21,-0.1%,-25%,2.9%,3%,-0.9,53,-12%,-4%,i,46,-0.4%
O=C(NCCCc1ccccc1)Nc1cccc(Cl)c1,0.3%,-7%,6.2%,1%,1.7,66,14%,29%,i,21,-0.8%
N#C/C(=C\c1ccc(O)c(O)c1)C(=O)NCCCc1ccccc1,-0.2%,5%,-2.3%,-4%,3.9,54,-13%,8%&-3%,i,18,0.2%
O=c1nc(SCc2ccccc2Cl)nc(-c2ccc(Cl)cc2)[nH]1,-0.1%,-1%,-0.7%,11%,3.9,46,-9%,-9%,i,18,0.5%
Cc1scc(C(=O)NCc2ccco2)c1-c1ccccc1,0.2%,-5%,-1.4%,5%,1.2,59,18%,-7%,i,56,0.0%
O=c1c([N+](=O)[O-])cc(C(F)(F)F)cn1Cc1c(Cl)cccc1Cl,0.2%,-23%,3.3%,22%,-1.8,77,5%,1%,i,53,nt
CCCn1c2ccccc2c2cnn(CC(=O)NC(C)CC)c(=O)c21 (stereo unspecified),-0.3%,18%,-4.9%,-2%,-0.6,67,6%,10%,i,42,-1.1%
CCOc1cccc2cc(C(N)=O)c(=NCc3ccccc3)oc12,-0.1%,14%,-3.3%,6%,-0.3,50,5%,3%,i,14,0.5%
CC(O)c1nc2ccccc2n1Cc1ccccc1 (stereo unspecified),-0.1%,-3%,12%,-1%,0.2,54,10%,1%,i,58,-0.9%
Nc1nc2ccccc2n1/N=C/c1ccc(Br)cc1,-0.2%,-57%,-4.5%,6%,5.2,50,-2%,5%,i,15,-0.4%
c1ccc2cc(Sc3ncnc4c3oc3ccccc34)ccc2c1,0.6%,-4%,2.3%,26%,11,70,18%,6%,i,41,-0.2%
O=C(O)c1ccccc1NCc1cccs1,0.3%,20%[20 µM],-1.1%,1%,-0.2,59,-3%,-8%,i,10,-0.1%
CC(=O)Nc1ccc(Oc2cnccn2)cc1,-0.2%,-20%,-3.7%,-6%,0.4,65,-12%,1%,i,25,0.7%
Cc1n[nH]c(=O)c2c1nnn2Cc1ccccc1Cl,0.0%,2%,-4.6%,-12%,1.4,80,-17%,-2%,i,31,-0.2%
O=C(NCCSc1c[nH]c2ccccc12)c1ccc(Br)o1,0.3%,26%,-5.0%,6%,2.3,67,-6%,0%,i,52,-0.2%
Cc1ccc(OCCn2cnc(Cl)c2Cl)cc1,0.1%,14%[20 µM],nt,-7%,0.7,54,6%,2%,i,63,0.0%
O=C1CCC/C(=N/NC(=O)C2CCN(S(=O)(=O)c3cccs3)CC2)C1,-0.1%,6%,8.2%,8%,-0.4,87,21%,7%,i,60,0.5%
CC1Cc2cc(/C(O)=C3/C(=O)C(=O)N(CCN4CCOCC4)C3c3ccc(C(C)C)cc3)ccc2O1 (stereo unspecified),-0.3%,-11%,9.0%,-8%,1.0,52,61%,-7%,i,19,0.2%
Cc1cc(Nc2ccccc2C(=O)O)n(-c2cccc(Cl)c2)n1,-0.3%,18%,1.6%,5%,-0.8,55,4%,-7%,i,26,0.0%
O=C(CN1CCN(Cc2ccccc2Cl)C1=O)NCc1ccco1,0.0%,-9%,0.5%,33%,-1.6,97,-2%,-1%,i,19,-0.6%
CCCn1cc(SCC(N)=O)c2ccccc21,-0.1%,27%,1.0%,-2%,-0.9,54,-1%,-7%,i,23,1.0%
CC(=O)Nc1nc2ccccc2n1Cc1ccccc1,-0.1%,38%,0.2%,15%,0.8,50,3%,14%,i,15,0.1%
CN1C(=O)[C@H]2[C@@H](c3ccc(F)cc3)N3C(=O)c4ccccc4NC(=O)[C@@]3(C)[C@H]2C1=O,0.0%,-14%[20 µM],-3.8%,-5%,1.8,71,4%,6%,i,28,-0.2%
Cc1ccc(S(=O)(=O)N(CC(O)CN(C)C)c2ccccc2)cc1 (stereo unspecified),-0.1%,14%,-1.0%,12%,-2.0,61,9%,-8%,i,62,0.0%

# 6 compounds drawn at random from the list so far, as already listed:
SMILES,GPR55 beta-arrestin,KOR beta-arrestin-1,KOR beta-arrestin-2,GPR55 antagonists,NTR1 agonist,NTR1 agonist cell count 20 µM,GPR35 antagonists,PhoP inhibition,T cell modulator,T cell modulator vesicle-bound %,West Nile antiviral
Cc1ccc(OCCn2cnc(Cl)c2Cl)cc1,0.1%,14%[20 µM],nt,-7%,0.7,54,6%,2%,i,63,0.0%
O=C(O)c1ccccc1NCc1cccs1,0.3%,20%[20 µM],-1.1%,1%,-0.2,59,-3%,-8%,i,10,-0.1%
O=c1c([N+](=O)[O-])cc(C(F)(F)F)cn1Cc1c(Cl)cccc1Cl,0.2%,-23%,3.3%,22%,-1.8,77,5%,1%,i,53,nt
Cc1scc(C(=O)NCc2ccco2)c1-c1ccccc1,0.2%,-5%,-1.4%,5%,1.2,59,18%,-7%,i,56,0.0%
O=C(NCCCc1ccccc1)Nc1cccc(Cl)c1,0.3%,-7%,6.2%,1%,1.7,66,14%,29%,i,21,-0.8%
CC(=O)Nc1ccc(Oc2cnccn2)cc1,-0.2%,-20%,-3.7%,-6%,0.4,65,-12%,1%,i,25,0.7%

# Additional records
SMILES,GPR55 beta-arrestin,KOR beta-arrestin-1,KOR beta-arrestin-2,GPR55 antagonists,NTR1 agonist,NTR1 agonist cell count 20 µM,GPR35 antagonists,PhoP inhibition,T cell modulator,T cell modulator vesicle-bound %,West Nile antiviral
O=C(CSc1nnc(-c2ccncc2)n1C1CCCCC1)Nc1cccc(O)c1,-0.2%,8%,5.5%,-2%,-0.6,53,2%,11%,i,28,0.2%
O=C(CSc1ccsc1[N+](=O)[O-])N1CCN(c2ccccn2)CC1,0.9%,0%,-1.4%,0%,-0.1,73,0%,5%,i,61,-0.7%
CC(NC(=O)COC(=O)CCc1ccccc1)c1ccccc1 (stereo unspecified),-0.4%,-29%,-1.1%,-26%,-2.6,48,-9%,-1%,i,6,1.9%
O=C(CCCc1ccccc1)NCc1ccccn1,-0.2%,26%[20 µM],-4.4%,11%,3.4,54,-3%,-1%,i,9,0.0%
CCOC(=O)CSC1=C(C#N)C(c2ccco2)C(C(=O)Nc2cccc(C(F)(F)F)c2)=C(C)N1 (stereo unspecified),-0.1%,-5%,-0.9%,5%,9.5,72,-3%,-1%,i,54,-1.0%
COc1ccc(CCNCc2cc(C)n(-c3ccc(OC)cc3)c2C)cc1,-0.1%,-21%,3.5%,20%,0.9,90,-15%,1%,i,33,-0.3%
O=C(NCC1CCCO1)NC1CCCCC1 (stereo unspecified),-0.4%,-7%,-2.3%,12%,-5.2,101,12%,2%,i,34,0.5%
CCNC(=O)CC1C(=O)N(c2cccc(C)c2)C(=O)N1CCC(C)C (stereo unspecified),0.0%,-28%,1.2%,0%,1.2,98,11%,-6%,i,52,0.2%
CSc1nc(N2CCN(c3ccccc3Cl)CC2)c2ccccc2n1,-0.1%,9%,2.4%,13%,5.4,57,-16%,7%,i,55,-0.8%
COc1cc(C(NC(C)=O)NC(C)=O)ccc1OCc1ccccc1,0.3%,2%,-8.0%,-4%,0.1,48,10%,-3%,i,36,-0.5%
C=CCn1c(=O)c(C(=O)NC2CC2)c(O)c2cc(OC)c(OC)cc21,0.6%,-7%,-2.0%,0%,1.8,55,8%,14%,i,50,0.3%
CCCn1c(SCC(=O)Nc2cccc(S(=O)(=O)NC3=NCCCCC3)c2)nc2ccccc2c1=O,1.8%,1%,-4.0%,8%,0.9,40,20%,-4%,i,44,-0.8%
CCCC(C(=O)Nc1ccc2c(C)cc(=O)oc2c1)c1ccccc1 (stereo unspecified),0.0%,-2%,2.0%,12%,2.4,73,-6%,-4%,i,72,-0.7%
O=C(NCCNc1nccc(C(F)(F)F)n1)c1cccc(C(F)(F)F)c1,-0.2%,-4%,7.0%,1%,1.6,57,-10%,-2%,i,32,-0.9%
O=C(O)C1CCC(=O)N1C1CCCC1 (stereo unspecified),-0.2%,4%,-2.8%,17%,0.9,59,-13%,-2%,i,54,-0.1%
O=C(COc1ccccc1)Nc1ccc(-c2nnc(-c3ccco3)o2)cc1,-0.1%,-34%,2.3%,32%,1.4,37,7%,7%,i,47,-0.2%
CC1(C)CC(=O)C=C(N=CC2=C(O)CC(C)(C)CC2=O)C1,0.6%,-97%,12%,-17%,-0.5,71,5%,12%,i,60,-0.3%
CN(Cc1ccc(F)cc1)Cc1nc(-c2ccccc2)no1,-0.1%,20%,-2.2%,1%,2.3,40,-8%,6%,i,61,-0.8%
COc1ccc(S(=O)(=O)N2CCC(C(=O)NCc3cccnc3)CC2)cc1C,-0.1%,-19%,0.8%,-5%,-0.1,49,5%,-5%,i,25,-0.6%
Cc1ccc(/C=C/C(=O)OC(C)C(=O)Nc2ncc(Cl)cc2Cl)o1 (stereo unspecified),-0.1%,26%,-0.5%,2%,-1.5,50,-1%,-12%,i,44,-0.6%
CCOC(=O)N1CCN(C(=O)/C=C/c2cccc([N+](=O)[O-])c2)CC1,-0.5%,-26%,-3.1%,2%,0.2,45,3%,7%,i,66,0.1%
COc1ccc(-n2c(C)cc(/C=C3\C(=O)NN(c4ccccc4)C3=O)c2C)cc1,1.0%,-19%,-5.1%,16%,6.3,65,11%,1%,i,5,-0.4%

# Screening results from PubChem.
